From PubChem
procasp3 activ = procaspase-3 (human) activation; P42574; recombinant procaspase-3 D3A, Ac-DEVD-pNA absorbance 405 nm; activation, % at 8.5 µM; 0.11% of 330,000 active; AID 463141;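 active means activation above the mean of all tested compounds plus 3 SD, cut at about 21% in these data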;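 further: 0% = DMSO alone and 100% = DMSO wells spiked with extra 5 µM PC-3 D3A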
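material = Procaspase-3 D3A mutant | probe or stimulus = Ac-DEVD-pNA | compound = single dose, 8.5 µM nominal compound, 0.8% DMSO | timing = 1 h preincubation, 2 h reaction | measured by = 405 nm absorbance of p-nitroaniline, reads at 0 and 120 min | benchmarks = DMSO-only low control, 5 µM PC-3 D3A high control | repeats = singlicate, each compound tested once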
AHR activator = activators of human aryl hydrocarbon receptor | P35869 | AHR-responsive luciferase reporter cells, luminescence | activation, % at 5 µM | 2.5% of 320,000 active | AID 2796; in the data active means activation above about 47%;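 further: 0% = vehicle wells and 100% = reference agonist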
EBNA-1 inh = blocks EBNA-1 binding to DNA; EBNA-1 DNA binding, fluorescence polarization; 0.34% of 300,000 active; inhibition, % at 14.8 µM; in the data active means inhibition above about 28%
ZTA DNA inh = blocks Epstein-Barr virus ZTA, an EBNA-1 counter-screen. ZTA-DNA binding, fluorescence polarization. 0.15% of 320,000 active. P03206. inhibition, % at 11 µM; in the data active means inhibition above about 33%
MEP2-GFP yeast = modulators of TOR pathway MEP2-GFP in S. cerevisiae | S. cerevisiae MEP2-GFP strain, flow cytometry GFP, 3 h; 100% = DMSO control level | GFP response vs DMSO, % at 10 µM | 0.51% of 330,000 active | AID 2016;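 active means GFP response versus DMSO above a set limit, roughly screen mean plus 3 SD, cut at about 180% in these data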;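 further: median GFP fluorescence of the barcode-gated MEP2-GFP cells per well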
proCasp7 act = counter-screen: procaspase-7 (human) activation; P55210; activation, % at 8.5 µM; recombinant procaspase-7, Ac-DEVD-pNA absorbance 405 nm; D23A/D198A/D206A triple mutant, cannot self-cleave; scale: DMSO 0, 5 µM enzyme 100; 0.093% of 330,000 active;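 active means percent activation above the screen-wide mean plus 3 SD, cut at about 25% in these data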
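Assay system – Uncleavable procaspase-7 mutant enzyme · Quantity – 2 µM procaspase-7 mutant as dispensed · Times – 1 h preincubation, 2 h reaction · Dosing – single nominal 8.5 µM compound dose, 0.8% DMSO final · Buffer or medium – Zinc-free 50 mM HEPES buffer, pH 7.4, with NaCl and Triton X-100 · Detection – Epi-absorbance of released pNA at 405 nm, two timepoints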
LAP4 TOR yeast = yeast TOR pathway LAP4-GFP modulation; 0.34% of 320,000 active; GFP response vs DMSO, % at 10 µM; S. cerevisiae LAP4-GFP multiplex, flow cytometry GFP, 3 h; median GFP as percent of DMSO wells;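 active means GFP response vs DMSO above a set limit, about the screen mean plus 3 SD, cut at about 150% in these data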
RPL19A-GFP yeast = modulators of TOR pathway RPL19A-GFP in S. cerevisiae | AID 2025 | percent response vs DMSO, % at 10 µM | S. cerevisiae RPL19A-GFP strain, flow cytometry, 3 h; stronger effect = lower value | 0.3% of 330,000 active;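 active means percent response vs DMSO below 50%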;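 further: median channel GFP fluorescence of the barcoded RPL19A-GFP strain; ratio of sample median GFP to plate DMSO average so 100% = DMSO; lower means less RPL19A-GFP as with rapamycin TOR inhibition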
Numbers without * were called inactive; / = no result given; [ ] = dose if it differs, or a comment.

SMILES	procasp3 activ	AHR activator	EBNA-1 inh	ZTA DNA inh	MEP2-GFP yeast	proCasp7 act	LAP4 TOR yeast	RPL19A-GFP yeast
O=c1c2ccc(Cl)cc2[nH]c(=S)n1CCCN1CCOCC1	3.9	1.6	3.2	4.4	101.1	-4.0	97.8	95.9
CCCCNC(=O)C1CCCN(S(=O)(=O)c2ccc(S(=O)(=O)NCC(C)C)cc2)C1 (stereo not given)	7.4	-3.3	8.4	-9.6	107.7	7.8	108.1	115.4
O=[N+]([O-])c1ccc(N2CCN(Cc3ccccc3)CC2)s1	0.5	0.5	8.3	-4.8	103.8	7.0	85.6	102.1
C=CCN1C(=O)/C(=C/c2ccsc2)SC1=S	-2.3	0.1	-3.5	15.8	112.3	0.6	83.8	103.4
Clc1ccccc1/C=N/NC1=Nc2cccc3cccc1c23	-4.9	36.9	-15.3	-9.8	122.2	-7.6	107.9	100.6
COC(=O)c1ccc(-n2c(C)cc(C(=O)CSc3ccc(NC(C)=O)cc3)c2C)cc1	-11.2	0.1	3.8	-14.1	88.6	2.2	102.9	93.6
CN1CCN(CC/C=C2/c3ccccc3Sc3ccc(S(=O)(=O)N(C)C)cc32)CC1	-1.6	-3.0	-14.8	-2.7	90.0	-1.9	98.8	95.7
COc1cccc(Nc2nc(N)c([N+](=O)[O-])c(N3CCOCC3)n2)c1	-1.9	30.8	3.0	-13.8	214.1*[may fluoresce violet]	4.8	71.0[may fluoresce violet]	52.7[may fluoresce violet]
COc1cccc(OC)c1C(=O)NC(=O)Nc1c(F)c(F)c(F)c(F)c1F	9.5	1.9	3.0	15.5	118.0	3.0	129.8	114.3
N#CCCn1c(=O)n(CCC#N)c2ccccc21	1.9	7.7	-1.1	2.4	94.4	-7.3	98.3	96.4
CCN(CC(=O)Nc1ccccc1OC)C(=O)CCOc1ccc(C(C)(C)C)cc1	6.9	-0.7	-1.9	8.0	99.5	-2.8	100.0	96.4
Cc1ccccc1-c1nnc(SCc2ccc(F)cc2)o1	0.7	-5.0	-11.4	-4.0	91.6	9.8	104.3	97.8
COCCCNC(=S)Nc1c(C)cc(C)cc1C	3.2	0.1	3.9	-2.4	94.9	6.3	111.2	98.2
Cc1ccc(/C=N/NC(=O)C(c2ccncc2)N2CCOCC2)cc1 (stereo not given)	-7.4	3.6	-3.6	-9.8	100.2	-5.7	104.7	104.2
Cc1ccc(-c2cc(=O)[nH]c(NCc3ccccc3)n2)cc1	4.9	14.7	1.6	-0.6	103.1	-3.2	109.7	102.0

A draw from above in order of SMILES length, falling.
SMILES	procasp3 activ	AHR activator	EBNA-1 inh	ZTA DNA inh	MEP2-GFP yeast	proCasp7 act	LAP4 TOR yeast	RPL19A-GFP yeast
O=[N+]([O-])c1ccc(N2CCN(Cc3ccccc3)CC2)s1	0.5	0.5	8.3	-4.8	103.8	7.0	85.6	102.1
Cc1ccc(-c2cc(=O)[nH]c(NCc3ccccc3)n2)cc1	4.9	14.7	1.6	-0.6	103.1	-3.2	109.7	102.0
Clc1ccccc1/C=N/NC1=Nc2cccc3cccc1c23	-4.9	36.9	-15.3	-9.8	122.2	-7.6	107.9	100.6

Next entries follow.
SMILES	procasp3 activ	AHR activator	EBNA-1 inh	ZTA DNA inh	MEP2-GFP yeast	proCasp7 act	LAP4 TOR yeast	RPL19A-GFP yeast
CCOC(=O)/C(C#N)=C/c1ccc(N2CCN(Cc3ccccc3)CC2)cc1	-9.9	0.7	5.4	-2.5	99.2	-14.3	105.5	95.3
C=CCCN(C(CC(C)C)C(=O)OC)S(=O)(=O)c1ccccc1Br (stereo not given)	-4.0	1.7	0.8	-1.1	96.1	5.9	106.4	99.3
O=C(Nc1ccccc1)O/N=C/c1ccncc1	8.0	2.2	-2.0	-9.4	116.3	8.7	109.8	105.3
COC(=O)N1CC(=O)N(OC)C1c1ccc(Cl)cc1Cl (stereo not given)	2.3	-0.4	-14.8	-14.1	98.9	4.6	100.5	100.4
CCN(c1ccccc1)S(=O)(=O)c1ccc(Cl)c(NC(=O)COC(=O)c2ccc(O)cc2)c1	4.8	1.3	13.4	-8.3	/	10.6	/	/
Cc1cc(=O)[nH]c(SCC(=O)Nc2ccc(S(=O)(=O)N3CCOCC3)cc2)n1	-9.5	4.5	3.4	7.5	108.4	-4.1	107.6	102.3
O=C(NCC(c1ccco1)N1CCc2ccccc2C1)c1cccc(F)c1 (stereo not given)	-9.0	5.6	4.6	-2.4	98.7	3.9	93.7	92.2
CC1C/C(=C/c2cccs2)C(=O)/C(=C/c2cccs2)C1 (stereo not given)	-15.6	35.0	-4.2	-1.5	91.7	-18.8	107.5	102.2
COc1ccc(/C=C/C(=O)NC2CCCCC2C)cc1 (stereo not given)	5.5	5.7	-3.0	16.4	122.0	6.9	105.1	115.2
CCC1(c2ccc(F)cc2)NC(=O)N(CC(=O)Nc2ccc(C(N)=O)cc2)C1=O (stereo not given)	-2.3	-0.7	0.7	-0.8	103.7	0.4	89.0	102.7
COc1ccc(CN2CCNC(=O)C2CC(=O)NCCc2nc(C)c(C)s2)cc1C (stereo not given)	5.0	0.1	7.1	11.3	105.6	7.3	94.0	97.7
Clc1ccc(C(c2nnnn2C2CCCC2)N2CCN(Cc3ccncc3)CC2)cc1 (stereo not given)	-2.6	4.7	-9.1	5.2	98.3	0.3	95.5	97.0
CN(c1ccccc1)S(=O)(=O)c1ccc(NC(=O)c2nc(S(C)(=O)=O)ncc2Cl)cc1	-14.1	-2.5	14.7	-7.3	100.5	-5.4	111.6	109.0
Cc1nc(C)c(C(=O)Nc2nc3c(C)cccc3s2)o1	1.9	25.0	3.7	8.2	95.8	-14.8	102.9	91.9
O=C(CCCN1C(=O)c2ccccc2C1=O)NCCCn1ccnc1	3.6	3.2	-4.3	5.6	101.7	1.5	81.7	87.5
COc1cccc(NC(=O)c2ccc(-n3cnnn3)cc2)c1	-8.2	-9.4	-5.0	13.1	105.7	-3.8	88.8	97.6
Fc1ccc(C2NCCn3cccc32)cc1 (stereo not given)	-7.1	-1.0	-7.0	7.0	115.0	-0.8	112.1	104.8
Cc1ccc(C)c(Cn2nnc3c(=O)[nH]c(C(=O)NCc4ccco4)nc32)c1	12.2	2.0	8.2	-9.0	92.3	1.1	87.3	88.8
CCOCCCNC(=O)c1cn(CC)c2ccc(S(=O)(=O)N3CCC(C)CC3)cc2c1=O	-4.4	-1.5	-12.1	12.1	103.3	7.8	98.4	100.6
CCOC(=O)C(C(C)=O)C(c1ccc(OC)cc1)C(C(C)=O)C(=O)OCC (stereo not given)	4.3	3.1	5.2	24.6	99.3	4.8	103.5	100.3
O=C(NCc1ccncc1)C1COc2ccccc2O1 (stereo not given)	-2.4	-0.4	12.8	10.2	86.4	0.6	91.2	92.2
COc1cc(CN2C(=S)NC(C)(C)CC2(C)O)cc(OC)c1 (stereo not given)	3.0	7.9	6.1	-1.3	107.8	3.3	99.0	102.4
CC[C@@]1(C(=O)OC)N[C@H](CN(C)C(=O)COC)[C@@H]2C(=O)N(Cc3ccccc3)C(=O)[C@@H]21	4.9	0.2	/	/	100.9	9.5	108.7	107.4
COc1ccc(C(C)=O)cc1CN1C(=O)NC2(CCCCC2)C1=O	-4.5	3.6	2.1	0.8	107.1	4.9	109.5	102.1
COc1ccc(OC)c2c(C)cc(C)nc12	-3.6	11.5	-5.6	-9.1	99.6	-5.8	88.0	100.9
CCCCCCN1Cc2ccccc2C1	7.5	-1.3	1.4	12.4	99.5	-0.7	104.2	100.5
CC(C)N=C1NN=C(c2ccc(F)cc2)CS1	-12.0	13.1	0.9	-0.8	91.9	-11.6	104.0	97.5
COc1cccc(C(=O)OC(C)CN2CCCC2)c1 (stereo not given)	-8.3	10.6	3.3	6.9	98.0	-10.4	97.0	93.3
COCCCNC(=O)c1ccc2c(=O)n(C3CCCC3)c(=S)[nH]c2c1	-0.8	12.3	4.9	3.2	108.7	13.8	105.5	100.7
COc1ccc2nc(NC(=O)CCc3cc(OC)c(OC)c(OC)c3)sc2c1	-4.4	1.6	3.2	-10.0	113.6	3.4	92.9	101.6

Some entries already given with just procasp3 activ:
SMILES	procasp3 activ
COCCCNC(=O)c1ccc2c(=O)n(C3CCCC3)c(=S)[nH]c2c1	-0.8
Cc1ccc(C)c(Cn2nnc3c(=O)[nH]c(C(=O)NCc4ccco4)nc32)c1	12.2
CC(C)N=C1NN=C(c2ccc(F)cc2)CS1	-12.0
CCOCCCNC(=O)c1cn(CC)c2ccc(S(=O)(=O)N3CCC(C)CC3)cc2c1=O	-4.4

(next part)
SMILES	procasp3 activ	AHR activator	EBNA-1 inh	ZTA DNA inh	MEP2-GFP yeast	proCasp7 act	LAP4 TOR yeast	RPL19A-GFP yeast
COCC(=O)Nc1ccc2c(c1)OCO2	12.0	4.5	5.9	6.1	96.0	9.9	103.7	97.7
CCN1CCN(Cc2ccc(NC(=O)c3ccc(C)c(NC(=O)c4cc(-c5ccc(Br)cc5)n[nH]4)c3)cc2C(F)(F)F)CC1	3.2	0.4	5.1	11.0	88.8	-2.3	106.4	96.4
COc1ccc(Cl)cc1NC(=O)NCc1ccccn1	11.2	5.3	1.0	-3.6	95.0	-4.7	100.8	98.5
CC1=C(C(=O)OCC(C)C)C(c2cccc(F)c2)N2C(=O)C(C)SC2=N1 (stereo not given)	3.2	-1.5	-10.3	1.6	96.8	-3.2	97.3	95.2
CCc1ccccc1NC(=O)C1CCCN1S(=O)(=O)c1ccc(-c2ccc(=O)[nH]n2)s1 (stereo not given)	0.3	17.5	3.2	4.5	95.9	-9.7	91.7	99.2
O=C(NCCc1cccc(C(F)(F)F)c1)C1CCC(=O)N(C2CC2)C1 (stereo not given)	3.5	0.7	-7.4	-4.3	98.0	3.0	103.4	97.0
CC(C)(C)OC(=O)NCc1nc(N)n[nH]1	1.9	-2.5	4.6	12.7	100.1	13.9	98.5	96.5
Cc1ccc(C)c(S(=O)(=O)N2CCN(C(=O)c3ccc4ccccc4n3)CC2)c1	-4.1	11.4	/	-8.1	98.7	-0.6	99.2	98.4
CC1CC(C)CN(S(=O)(=O)c2ccc3c(c2)CCN3C(=O)C2CC2)C1 (stereo not given)	-2.2	1.2	-4.9	-11.8	99.8	12.0	99.1	98.6
Cc1nn(CCC#N)c2nc(C(F)(F)F)[nH]c(=O)c12	-8.2	3.9	-3.5	-9.0	99.5	5.6	98.5	99.2
Cc1cc(S(=O)(=O)c2cc3ccc(O)c(C)c3oc2=O)ccc1F	-5.1	0.2	15.1	11.8	92.3	-6.3	92.3	94.8
COC(=O)c1ccc(C2N=C(c3cccs3)CC(c3ccccc3O)N2)cc1 (stereo not given)	8.1	11.3	-1.1	-5.0	94.9	5.4	118.0	96.8
Cc1ccc(Cn2c(C(C)Nc3nc(-c4ccc(F)cc4)cs3)nc3cc(Cl)c(Cl)cc32)cc1 (stereo not given)	3.4	58.8*	10.1	-12.4	119.8	1.8	97.9	96.9
CCC(CC)CN1C(Nc2ccccc2)=NC[C@@H]1CC(C)C	6.3	1.5	13.9	-1.3	91.7	3.0	121.1	96.2
COc1ccc(/C=C2/CCc3ccccc3C2=O)cc1CN1CCOCC1	0.4	4.0	-0.2	1.1	94.6	14.3	95.7	102.4
Cc1nnc(SCC(=O)Nc2cc(-c3cc(C)c(C)cc3C)nn2-c2ccccc2)s1	4.1	104.3*	-3.1	-7.4	103.3	1.1	92.7	106.6
COc1ccc(/C=N/NC(=O)c2[nH]c3ccc(Cl)cc3c2-c2ccccc2)c(C(=O)O)c1OC	-10.9	0.8	8.2	10.5	99.7	-8.9	107.3	97.9
CC(C)(C)c1cc(NC(=O)c2cccc(S(=O)(=O)N3CCOCC3)c2)no1	4.2	8.1	4.2	-9.4	108.0	-2.3	101.0	108.4
O=C(O)/C=C\C(=O)Nc1ccccc1C#Cc1ccc(Br)cc1	-3.3	68.6*	0.6	-9.7	105.0	-19.4	110.0	99.4
